# GAA glycogen mod – inhibitors or activators of human alpha-glucosidase glycogen cleavage | P10253 | recombinant GAA, glycogen substrate, Amplex Red glucose oxidase fluorescence | Potency, µM (doses to about 76.4 µM), inactives show at the highest dose activity change, negative = inhibition, hits mostly inhibitors | actives 0.38% (n = 300,000) | AID 2100;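 note: 0% = full enzyme reaction and -100% = no-enzyme basal signal; the screen sought inhibitors and activators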
#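 Recombinant enzyme (4 nM final) with compounds titrated up to 77 uM and bovine liver glycogen (30 ug) in citrate pH 5.0, 0.01% Tween-20, 37 C 40 min. Released glucose detected by Amplex Red/glucose oxidase (Ex 573/Em 610); AC50 from Hill fits.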
# Epigenetic reg – derepresses silenced GFP reporter in murine cells | murine LDR cells, GFP reporter derepression, 30 h | Potency, µM (titrated, usually from 53.9 µM), for the others: at the top dose GFP activation, actives largely listed as activators | actives 0.2% (n = 280,000); note: % of control where 0% means no effect; nearly all actives have a fitted effect of over 60% in size
#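 Derepression of a silenced CMV-GFP reporter in murine LDR cells is scored by enumerating GFP-positive cells with a laser-scanning microplate cytometer after 30 hours of treatment at 37 C.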
# aGlu spleen mod – inhibits or activates alpha-glucosidase in human spleen homogenate; P10253; human spleen homogenate, 4-MU-alpha-glucoside fluorescence; Potency, µM (series often up to 79.9 µM), without a hit: at the highest dose activity change, negative = inhibition, most hits filed as inhibitors; actives 0.006% (n = 240,000);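 note: 0% = enzyme with vehicle and -100% = no enzyme basal signal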
#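 Human spleen homogenate (1 ug) incubated with compounds and 1 mM 4-methylumbelliferyl-alpha-D-glucopyranoside in pH 5.0 citrate/phosphate buffer, 37 C, 40 min. Stopped at pH 10; 4-MU fluorescence (Ex 365/Em 440 nm); AC50 by Hill fit.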
# ALDH1A1 block – inhibitors of human aldehyde dehydrogenase 1A1 | Purified ALDH1A1, NADH fluorescence, propionaldehyde substrate | Potency, µM (top dose mostly 75.3 µM), for the others: top-dose activity, negative = inhibition, hits mostly inhibitors | AID 1030 | P00352 | actives 7.3% (n = 220,000); active = well fitted inhibition curve with a large enough effect, not every such curve was filed as active; inconclusive = small, poorly fitted or top-dose-only effect, or another doubt; inactive = no such curve, though single readings can be large or run the other way;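 note: plate controls were no enzyme wells and a reference inhibitor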
# Target sequence (P00352 whole entry, looked up): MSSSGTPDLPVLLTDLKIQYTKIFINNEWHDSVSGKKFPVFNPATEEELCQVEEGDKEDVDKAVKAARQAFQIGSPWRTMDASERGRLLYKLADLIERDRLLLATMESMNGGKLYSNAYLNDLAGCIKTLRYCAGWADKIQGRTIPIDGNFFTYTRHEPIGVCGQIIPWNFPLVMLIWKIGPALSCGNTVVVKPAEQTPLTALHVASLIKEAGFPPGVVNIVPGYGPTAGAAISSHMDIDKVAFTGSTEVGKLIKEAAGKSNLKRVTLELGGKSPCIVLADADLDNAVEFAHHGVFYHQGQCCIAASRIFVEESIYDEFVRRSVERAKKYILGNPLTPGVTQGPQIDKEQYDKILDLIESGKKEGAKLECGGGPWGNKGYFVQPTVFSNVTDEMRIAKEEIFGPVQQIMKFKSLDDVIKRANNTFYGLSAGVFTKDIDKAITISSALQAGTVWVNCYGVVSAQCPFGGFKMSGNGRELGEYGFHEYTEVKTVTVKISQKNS
# aGal spleen mod – alpha-galactosidase A (human) modulation; P06280; AID 2107; human spleen homogenate, 4MU-alpha-Gal fluorescence, 40 min; actives 0.008% (n = 240,000); Potency, µM (top dose mostly 80 µM), for inactives: top-dose activity change, negative = inhibition, hits mostly inhibitors;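 note: 0% = enzyme with vehicle and -100% = no enzyme basal signal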
# Target sequence (P06280 32-429 limits assumed): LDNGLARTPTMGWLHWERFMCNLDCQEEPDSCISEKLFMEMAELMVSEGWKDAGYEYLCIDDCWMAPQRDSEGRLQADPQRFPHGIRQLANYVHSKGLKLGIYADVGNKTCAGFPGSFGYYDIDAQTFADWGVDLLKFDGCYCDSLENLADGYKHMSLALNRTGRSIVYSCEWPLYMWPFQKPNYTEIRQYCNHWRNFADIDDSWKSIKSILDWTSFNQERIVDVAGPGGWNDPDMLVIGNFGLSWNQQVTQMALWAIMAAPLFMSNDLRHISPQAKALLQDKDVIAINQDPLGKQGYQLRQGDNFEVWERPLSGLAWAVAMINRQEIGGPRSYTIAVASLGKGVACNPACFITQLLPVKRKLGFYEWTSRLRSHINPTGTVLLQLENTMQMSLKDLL
#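 Spleen homogenate 1 ug + cpd (titration) + 4-MU-alpha-D-galactopyranoside 1 mM; 37C 40 min; 50 mM citrate/phosphate pH 5.0, 0.01% Tween-20; stop pH 10; fluorescence 365/440; AC50 via Hill.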
# GAA inhib – alpha-glucosidase (human) inhibition. purified human GAA, 4-MU-alpha-glucoside fluorescence. AID 1466. actives 0.005% (n = 200,000). P10253. Potency, µM (series often up to 76.9 µM), for inactives: at the top dose activity change, negative = inhibition, hits mostly inhibitors;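 note: plate controls were uninhibited enzyme wells for no effect and no-enzyme background for full effect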
#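 Human enzyme at 4 nM with 400 uM 4-methylumbelliferyl-alpha-D-pyranoside, citrate/phosphate buffer pH 5.0, 0.005% Tween-20, 20 min at room temperature. Compounds up to 77 uM. 4-MU fluorescence (Ex 365/Em 440) read after NaOH/glycine stop; AC50 from Hill fit.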
# Tau fluor cs – counter-screen for tau fibril formation inhibitors; tau K18 P301L (four-repeat tau fragment) Alexa594 fluorescence, heparin fibrillization; Potency, µM (doses to about 57.7 µM), for inactives: at the highest dose activity change, negative = decrease; actives 0.93% (n = 280,000); note: % is set by controls: 0 for no effect and ±100 for the full control effect; nearly all actives have a fitted effect of over 55% in size
#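 Human K18 P301L tau (15 uM unlabeled plus 0.24 uM Alexa 594-labeled, final) in 100 mM sodium acetate pH 7 was mixed with compound and 20 uM heparin and incubated 6 hr at 37 C.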
# NPSR antag – antagonists of human neuropeptide S receptor cAMP signaling | CHO-NPSR cells, cAMP TR-FRET, antagonist mode | Potency, µM (top dose mostly 38.3 µM), for the others: at the highest dose activity change, negative = inhibition, usual class: inhibitors | Q6W5P4 | actives 1% (n = 220,000) | AID 1461; note: % is set by controls: 0 for no effect and ±100 for the full control effect; nearly all actives have a fitted effect of over 50% in size; many of its hits are not listed in these tables
# * marks the source's active call; other numbers are inactive results; ? = inconclusive; nt = not tested or not shown; & = joins results of further samples; [ ] = remark or other dose. Unless noted, calls come from the whole dose curve; as a rule, active = well fitted curve in the direction sought with a large enough effect; inconclusive = small, poorly fitted or top-dose-only effect, or another doubt; inactive = no such curve, though single readings can be large; an effect the other way counts as inactive or inconclusive. Potency is the fitted concentration of half-maximal effect. Only part of the results is shown. The share of hits here may be higher or lower than overall.
# Order of results: GAA glycogen mod, Epigenetic reg, aGlu spleen mod, ALDH1A1 block, aGal spleen mod, GAA inhib, Tau fluor cs, NPSR antag
> C=CCNc1ccc(F)c(F)c1N1CCCCCC1=O
  7%, -1.3%, 0%, -3%, -5%, 2%, 1%, 3%[46.1 µM]
> Cc1c(CNC2CCC(C)CC2)c(C(=O)O)c(C)n1Cc1ccccc1 (stereo unspecified)
  1%, -1.1%, -2%, 3%, 1%, 2%, -6%, 1%
> Cc1cc(SCC(=O)Nc2cccc(S(=O)(=O)N3CCOCC3)c2)nc2ccccc12
  1%, ?, 1%, -10%, 0%, ?, -28%, -43%
> O=C(O)Cc1ccc(NC(=O)c2cnccn2)cc1
  -19%, 8.4%, -2%, 3%, 5%, 4%, -1%, 9%
> COc1cc(-c2nnc(COc3ccc(Cl)cc3C)o2)cc(OC)c1OC
  6%, 0.8%, -1%, 0%, 0%, -14%, -12%, -13%[46.1 µM]
> CCOc1ccc(S(=O)(=O)N(CC)CC)cc1NS(=O)(=O)c1ccc(F)c(F)c1F
  6%, 1.0%, -9%, ?, -16%, -1%, -13%, 19%
> Cc1ccc(NC(=O)Cc2c(O)c3ccccc3[nH]c2=O)c(C)c1
  -2%, -0.4%, -6%, -16%, 5%, 14%[15.4 µM], -2%, -3%
> CCCN1CCN(C(=S)Nc2ccccc2C(F)(F)F)CC1
  -2%, -0.9%, -9%, -5%, -2%, 1%, 0%, -6%[46.1 µM]
> CC(C)NS(=O)(=O)c1cc(C(=O)O)ccc1Cl
  -11%, 1.1%, -1%, -1%, -6%, -5%, -7%, 11%
> O=C(Nc1ccc2nc3n(c(=O)c2c1)CCCC3)c1cc([N+](=O)[O-])ccc1F
  0%, -1.1%, -3%, ?, -2%, -4%, ?, -22%
> CC1CC(c2ccccc2)n2nc(N3C(=O)c4ccccc4C3=O)nc2N1 (stereo unspecified)
  5%, 0.0%, -5%, 10%, -2%, 6%, 0%, 7%[46.1 µM]
> O=C(COC(=O)c1ccc2c(c1)OCO2)NC1CCS(=O)(=O)C1 (stereo unspecified)
  -10%, 2.6%, 6%, 3%, 10%, -2%, 5%, -4%[46.1 µM]
> CC(=O)Nc1cccc(OCC(=O)NS(=O)(=O)c2ccc(C)cc2)c1
  -7%, -1.1%, -7%, 7%, -1%, -8%, 4%, -5%[46.1 µM]
> Cn1c(N)c(C(=O)COC(=O)C2CCCCC2)c(=O)n(C)c1=O
  7%, -6.1%, -4%, ?, -2%, -7%, -18%, -4%[46.1 µM]
> Cc1ccc(-c2n[nH]c(=S)n2/N=C/c2c(C)nn(-c3ccccc3)c2C)cc1
  5%, 2.9%, -3%, 9%, 3%, 1%, -5%, -28%
> CCn1c(SCC(=O)Nc2nccs2)nnc1-c1cc2cccc(OC)c2o1
  3%, -4.0%, 2%, -7%, 4%, 2%, 2%, 0%[46.1 µM]
> O=C(COC(=O)c1cccc(S(=O)(=O)N2CCCCC2)c1)NC1CCCc2ccccc21 (stereo unspecified)
  9%, -1.1%, -4%, 3%, -1%, -8%, -13%, -2%
> COc1ccccc1-n1c(CCn2nc(C)c(Br)c2C)n[nH]c1=S
  -4%, 0.0%, 1%, ?, 3%, 6%, -6%, 5%
> COc1ccc(Cc2nnc(NC(=O)c3cccc([N+](=O)[O-])c3)s2)cc1
  7%, -1.0%, -6%, 10%, 0%, 5%, -29%, 10%
> CCO[C@H]1OC(C(=O)NCc2nc3ccccc3[nH]2)=C[C@@H](c2ccc(C(F)(F)F)cc2)[C@@H]1CCCO
  3%, -2.3%, -2%, -14%, 8%, nt, -16%, ?

# Structures shown so far that contain a COOH group (3):
# Order of results: GAA glycogen mod, Epigenetic reg, aGlu spleen mod, ALDH1A1 block, aGal spleen mod, GAA inhib, Tau fluor cs, NPSR antag
> Cc1c(CNC2CCC(C)CC2)c(C(=O)O)c(C)n1Cc1ccccc1 (stereo unspecified)
  1%, -1.1%, -2%, 3%, 1%, 2%, -6%, 1%
> O=C(O)Cc1ccc(NC(=O)c2cnccn2)cc1
  -19%, 8.4%, -2%, 3%, 5%, 4%, -1%, 9%
> CC(C)NS(=O)(=O)c1cc(C(=O)O)ccc1Cl
  -11%, 1.1%, -1%, -1%, -6%, -5%, -7%, 11%

# An excerpt from above in order of their number in GAA glycogen mod, lowest first.
canonical_smiles | GAA glycogen mod
CCCN1CCN(C(=S)Nc2ccccc2C(F)(F)F)CC1 | -2%
Cn1c(N)c(C(=O)COC(=O)C2CCCCC2)c(=O)n(C)c1=O | 7%
O=C(COC(=O)c1cccc(S(=O)(=O)N2CCCCC2)c1)NC1CCCc2ccccc21 (stereo unspecified) | 9%

# (cont.)
# Order of results: GAA glycogen mod, Epigenetic reg, aGlu spleen mod, ALDH1A1 block, aGal spleen mod, GAA inhib, Tau fluor cs, NPSR antag
> Cc1ccc(N2C(S)=C(C#N)C(=O)NC2c2ccco2)cc1 (stereo unspecified)
  5%, 3.2%, nt, ?, -4%, ?, -14%, -33%
> N#CCCN(C(=O)COc1ccc(Br)cc1F)c1ccc(F)cc1
  0%, 0.5%, -1%, 3%, -2%, ?, -14%, -14%
> CCOCC(=O)Nc1cc(C(=O)Nc2cc(C)cc(C)c2)ccc1Cl
  11%, -1.0%, 3%, -36%, 9%, 0%, -8%, -4%
> NS(=O)(=O)c1ccc(S(=O)(=O)N2CCCC2)cc1
  5%, 0.7%, 4%, -10%, 2%, -3%, 1%, -1%[46.1 µM]
> CCSC1=C(C#N)C2(CCCCC2)C2=C(CC(C)(C)CC2=O)N1
  -2%, -0.1%, 4%, ?, 7%, 0%, -8%, -2%
> COc1ccc(NC(=O)C2=C(C)NC(=O)NC2c2ccccc2[N+](=O)[O-])cc1 (stereo unspecified)
  -4%, -1.4%, 1%, nt, 3%, nt, -13%, -12%[7.67 µM]
> Cc1cc(C)c(NC(=O)C[N+](C)(C)CC(O)COc2cccc3ccccc23)c(C)c1 (stereo unspecified)
  7%, 5.5%, nt, -5%, -14%, -1%, -23%, -55%
> O=C(COc1cc(O)c2c(=O)cc(-c3ccccc3)oc2c1)c1ccccc1
  0%, -0.8%, 5%, -3%, 6%, 4%, -23%, ?
> COC(=O)CNC(=O)C(Cc1ccccc1)NS(=O)(=O)c1ccc2c(c1)c(=O)n(C)c(=O)n2C (stereo unspecified)
  5%, -0.5%&-1.1%, -16%, -6%, -12%, -2%, -1%&2%, 5%
> Cc1oc(-c2cccc(C(F)(F)F)c2)nc1CN1CCN(c2ccccn2)CC1
  -8%, 0.1%, 0%, 9%, -16%, -14%, -19%, 4%
> C[C@H]1CC[C@H](C(=O)O)N[C@@H]1c1ccc(C#Cc2ccccc2)cc1
  nt, 1.1%[10.1 µM], -2%[17.4 µM], 5%[13.5 µM], 7%[17.5 µM], nt, 0%[11.6 µM], nt
> Cc1ccc(N=C2NC(=O)c3cc([N+](=O)[O-])ccc32)cc1
  -2%, -1.0%, 10%, 3%, 6%, 0%, -9%, -52%
> Cc1cc(NC(=O)c2cccc(N3C(=O)CCC3=O)c2)no1
  5%, 0.0%, 7%, 28µM*, 7%, 6%, -21%, -7%[46.1 µM]
> CC(=O)Nc1ccc(NC(=O)COC(=O)c2ccco2)cc1
  -12%, 1.6%, 0%, -3%, 1%, ?, -9%, 9%
> COc1ccc(OC)c(S(=O)(=O)N2CCN(c3c(C)cccc3C)CC2)c1
  -14%, -0.8%, -3%, 14µM*, 0%, -5%, -22%, -15%[46.1 µM]
> C[C@H](NC(=O)OC(C)(C)C)C(=O)N/N=C/c1cccc2nccnc12
  0%, 4.0%, 0%, 0%, 3%, -9%, -14%, -18%
> CCOC(=O)c1c(NC(=O)CSc2nnc(-c3c[nH]c4ccccc34)n2C)sc2c1CCCC2
  -1%, 1.1%, -5%, -5%, -4%, 3%[15.4 µM], ?, -54%
> O=S(=O)(c1ccc2nnn(O)c2c1)N1CCCCC1
  3%, -8.5%, -3%, 10%, -1%, -1%, 6%, 19%
> COc1ccc(S(=O)(=O)N(C)CC(=O)Nc2ccccc2SC)cc1
  -2%, -1.0%, 4%, -5%, 9%, 0%, 6%, -12%[46.1 µM]
> COc1ccc(/C=N/NC(=O)c2cc(-c3ccccc3OC)nc3ccccc23)cc1COC(C)=O
  -12%, -0.2%, -1%, ?, 6%, -4%, ?, -27%[46.1 µM]
> Cc1cc(=O)[nH]c(SCC(=O)Nc2ccc(C(=O)O)cc2)n1
  10%, 4.2%, 3%, ?, 2%, -5%, 1%, -6%[46.1 µM]
> COCCCNC(=O)CCSc1ccc(Cl)cc1
  1%, -2.4%, 5%, 15%, 2%, 2%, 3%, 0%[46.1 µM]
> Cn1nnnc1SCC(=O)Nc1c(Cl)cccc1Cl
  -2%, 0.1%, -1%, -9%, 0%, 2%, 1%, -1%[46.1 µM]
> COC(=O)COc1ccc(S(=O)(=O)NCCC2=CCCCC2)cc1
  2%, -0.6%, -7%, 22µM*, 8%, 1%, -12%, -14%[46.1 µM]
> COc1ccc(OCCNc2cc(N3CCOCC3)ccc2[N+](=O)[O-])cc1
  -4%, 0.0%, -4%, -1%, -7%, -2%, ?, -12%[46.1 µM]
> CCOC(=O)C1CCCN(CC(=O)NC2CC2)C1 (stereo unspecified)
  5%, -0.8%, -6%, -7%, -2%, -2%, -8%, 16%[7.67 µM]
> CCOC(=O)C1C(=O)C=C(N2CCOCC2)CC1c1cccc(OC)c1 (stereo unspecified)
  3%, 3.0%, 0%, -4%, 11%, -5%, -9%, -2%[46.1 µM]
> O=C(c1ccc(Br)o1)N(Cc1ccccc1)Cc1ccccc1
  -5%, -1.5%&0.9%, -3%[119 µM], 0.79µM*, -12%[119 µM], -1%, -4%[81.3 µM], -40%
> Cc1nc(-c2ccccc2)sc1C(=O)CSc1ccc(F)cc1
  3%, 4.5%, -5%, -10%, -10%, ?, -19%, -10%[46.1 µM]
> CCSc1ncccc1-c1nc2ccccc2[nH]1
  -3%, 0.0%, -3%, ?, 2%, 4%, -16%, 28%[46.1 µM]

# Some entries already given, limited to GAA glycogen mod:
smiles	GAA glycogen mod
COc1ccc(OC)c(S(=O)(=O)N2CCN(c3c(C)cccc3C)CC2)c1	-14%
Cc1ccc(-c2n[nH]c(=S)n2/N=C/c2c(C)nn(-c3ccccc3)c2C)cc1	5%
Cc1ccc(N=C2NC(=O)c3cc([N+](=O)[O-])ccc32)cc1	-2%

# Source: PubChem BioAssay (National Center for Advancing Translational Sciences (NCATS))
